# PAFAH1B3 FP inh = blocks human PAF acetylhydrolase 1B catalytic subunit 3. recombinant PAFAH1B3, FP-rhodamine probe, fluorescence polarization. inhibition, % at 3.39 µM. hit rate 0.28% among 340,000. Q15102. AID 492972;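 active = inhibition above the screen-wide average of all tested compounds plus 3 SD, cut at about 25% in these data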;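 note: 0% = enzyme with DMSO only and 100% = wells lacking PAFAH1B3 protein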
# Target sequence (Q15102 whole entry, looked up): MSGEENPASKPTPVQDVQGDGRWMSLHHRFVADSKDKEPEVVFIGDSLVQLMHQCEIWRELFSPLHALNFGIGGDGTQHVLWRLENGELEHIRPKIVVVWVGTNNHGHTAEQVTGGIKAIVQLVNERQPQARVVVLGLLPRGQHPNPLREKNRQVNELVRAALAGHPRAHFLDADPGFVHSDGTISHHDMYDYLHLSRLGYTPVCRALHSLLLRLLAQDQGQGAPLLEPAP
# LYPLA2 counter = LYPLA2 (human) inhibition in PME1 counter-screen; O95372; AID 2177; inhibition, % at 5.9 µM; hit rate 0.38% among 320,000; recombinant LYPLA2, FP-Rh probe fluorescence polarization;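 active = inhibition above the screen-wide mean plus 3 SD, limit set per campaign, cut at about 26% in these data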;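 note: 0% = LYPLA2 with DMSO and 100% = wells lacking LYPLA2 enzyme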
# Target sequence (O95372 whole entry, looked up): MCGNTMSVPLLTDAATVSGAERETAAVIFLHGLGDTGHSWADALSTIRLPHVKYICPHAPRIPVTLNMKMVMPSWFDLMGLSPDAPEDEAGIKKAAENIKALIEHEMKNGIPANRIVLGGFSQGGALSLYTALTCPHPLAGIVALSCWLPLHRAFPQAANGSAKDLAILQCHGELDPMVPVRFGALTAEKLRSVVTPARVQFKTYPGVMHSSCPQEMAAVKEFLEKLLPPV
# EBNA-1 inh = blocks EBNA-1 binding to DNA; EBNA-1 DNA binding, fluorescence polarization; inhibition, % at 14.8 µM; hit rate 0.34% among 300,000; AID 1950; in the data active = inhibition above about 28%
# PAFAH2 FP inh = PAFAH2 (human) inhibition; Q99487; recombinant PAFAH2, FP-rhodamine activity probe, fluorescence polarization; inhibition, % at 3.39 µM; hit rate 0.99% among 340,000;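 active = inhibition above the mean over all tested compounds plus 3 SD, cut at about 30% in these data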;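 note: inhibitors block probe labeling of enzyme so polarization drops; 0% = enzyme with DMSO and 100% = wells lacking PAFAH2 protein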
# GSTO1 counter = blocks human GSTO1 in RBBP9 counter-screen; P78417; recombinant GSTO1, activity-based probe fluorescence polarization; inhibition, % at 5.96 µM; hit rate 1.1% among 300,000; AID 1974;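 active = inhibition above the campaign mean inhibition plus 3 SD, cut at about 35% in these data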;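 note: 0% = GSTO1-1 with DMSO and 100% = wells lacking GSTO1-1 enzyme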
# Target sequence (P78417 whole entry, looked up): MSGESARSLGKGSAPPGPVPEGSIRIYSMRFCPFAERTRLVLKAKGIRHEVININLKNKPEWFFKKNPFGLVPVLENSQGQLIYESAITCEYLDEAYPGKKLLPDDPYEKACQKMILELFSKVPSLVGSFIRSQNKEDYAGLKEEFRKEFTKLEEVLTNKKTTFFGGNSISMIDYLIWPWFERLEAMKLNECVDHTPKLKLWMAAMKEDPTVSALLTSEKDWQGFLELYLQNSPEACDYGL
# ZTA DNA inh = blocks Epstein-Barr virus ZTA, an EBNA-1 counter-screen; P03206; ZTA-DNA binding, fluorescence polarization; inhibition, % at 11 µM; hit rate 0.15% among 320,000; AID 2234; in the data active = inhibition above about 33%
# PAD4 FP inh = PAD4 (human) enzyme inhibition. recombinant PAD4, RCA probe fluorescence polarization. inhibition, % at 6.36 µM. AID 485272. hit rate 0.41% among 330,000;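 active = percent inhibition above a cutoff equal to the mean of all tested compounds plus 3 SD, cut at about 15% in these data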;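 note: 0% = PAD4 with RCA probe and DMSO and 100% = probe without PAD4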
# LYPLA1 counter = blocks human lysophospholipase 1, a PME1 counter-screen; O75608; hit rate 0.16% among 320,000; inhibition, % at 5.9 µM; AID 2174; recombinant LYPLA1, FP-Rh probe fluorescence polarization;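 active = inhibition above the mean of all tested compounds plus 3 SD, set per campaign, cut at about 14% in these data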;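 note: inhibitors block serine hydrolase probe labeling of LYPLA1 so polarization falls; 0% = enzyme with DMSO and 100% = wells lacking LYPLA1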
# Target sequence (O75608 whole entry, looked up): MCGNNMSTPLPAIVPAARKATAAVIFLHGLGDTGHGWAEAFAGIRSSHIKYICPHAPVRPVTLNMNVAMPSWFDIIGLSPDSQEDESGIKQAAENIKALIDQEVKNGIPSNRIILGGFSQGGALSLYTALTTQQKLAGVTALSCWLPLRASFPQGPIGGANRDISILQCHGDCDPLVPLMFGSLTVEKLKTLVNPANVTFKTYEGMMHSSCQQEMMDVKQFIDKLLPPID
# PREPL inhibitor = inhibitors of human prolyl oligopeptidase-like enzyme PREPL | recombinant PREPL, fluorescence polarization activity-based probe | Q4J6C6 | hit rate 0.68% among 320,000 | inhibition, % at 5.96 µM; in the data active = inhibition above about 43%;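 note: 0% = enzyme with DMSO and 100% = wells lacking enzyme; many of its hits are not listed in these tables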
# * = called active by the depositor; . = not tested or not shown.
cpd	compound	PAFAH1B3 FP inh	LYPLA2 counter	EBNA-1 inh	PAFAH2 FP inh	GSTO1 counter	ZTA DNA inh	PAD4 FP inh	LYPLA1 counter	PREPL inhibitor
1	C=CCn1c(SCC#N)nc2sc(CC)cc2c1=O	2	5	-17	-6	-3	-9	-2	13	-2
2	Cc1ccc(C(=O)Nc2cccc3cccnc23)cc1C	6	-8	3	-1	-4	22	-4	-1	0
3	COc1ccc(NC(=O)COC(=O)c2cc(C)oc2C)cc1OC	2	8	.	6	.	15	-1	-4	-1
4	CC1=C(C(=O)OCc2ccccc2)C(c2ccc(-c3ccccc3)cc2)NC(=O)N1CCCC(=O)O (stereo unspecified)	.	1	7	.	7	15	1	-3	-21
5	COc1ccc(CN=C2NN=C(c3ccc(Cl)cc3)CS2)cc1	-4	1	1	1	13	8	-9	-1	-22
6	COc1ccccc1CC(=O)N1CCC(n2nccc2NC(=O)C2CCOC2)CC1 (stereo unspecified)	3	-1	14	-3	1	-5	-7	0	7
7	Cn1c(SCC(=O)c2c(N)n(C)c(=O)n(C)c2=O)nnc1-c1ccccc1	0	-1	1	0	2	-7	4	0	-11
8	O=C(Cn1c(=O)cnc2ccccc21)Nc1cccc(S(=O)(=O)N2CCOCC2)c1	0	-2	.	-2	.	7	2	-3	1
9	O=C(CCc1ccccn1)N1CCCC(Nc2cccc(F)c2)C1 (stereo unspecified)	2	-2	-8	10	2	-6	7	-2	4
10	OC(CNCCCN1CCCCC1)COc1ccccc1 (stereo unspecified)	0	3	9	7	6	3	-2	-1	7
11	O=C1CCCC2=C1C(c1ccsc1)CC(=O)N2c1ccccc1F (stereo unspecified)	-2	1	3	2	5	-8	3	0	11
12	CN(C)CCCNC(=S)N(CCO)Cc1cc2cc3c(cc2[nH]c1=O)OCO3	10	2	4	-4	6	-12	-3	-2	11
13	O=C(NCc1csc(-c2cccs2)n1)c1cccc(Cl)c1	6	1	-16	-2	-8	-2	1	-2	-5
14	CC(=O)c1cccc(NC(=O)c2ccc(C(=O)Nc3cccc(C(C)=O)c3)nc2)c1	6	-7	-3	0	1	-9	-6	0	10
15	S=c1[nH]nc(-c2ccccc2)n1Cc1ccccc1	7	-3	11	-1	0	11	-2	1	-4
16	COc1ccc2c(c1OC)C(=O)N(c1ccc(C)cc1)C2	0	2	6	8	7	-4	6	1	-10
17	CCC(=O)Oc1ccc(C(=O)Nc2c[nH]c(=O)[nH]c2=O)cc1	-5	-4	11	4	-3	16	5	-2	-3
18	CCOc1ccc(C(C)=O)cc1N1C(=O)C2C3C=CC(C3)C2C1=O (stereo unspecified)	1	2	-7	-1	-5	4	-1	0	3
19	O=C(Nc1ccsc1C(=O)NC1CCCCC1)c1ccccc1	4	-9	10	1	-3	16	4	-4	-2
20	N#Cc1c(-c2ccccc2)nc(SCc2cccc(C(F)(F)F)c2)[nH]c1=O	2	-4	9	-8	-16	26	-9	-5	-3
21	COCCCNC(=O)c1ccccc1C(F)(F)F	7	3	9	-2	9	13	-1	2	2
22	COc1nc(Oc2ccc(=O)n(C)n2)nc(N(C)C)n1	4	3	0	-1	4	0	0	0	-6
23	Clc1cccc(CSc2ccc(-c3cccnc3)nn2)c1	7	2	-13	-1	3	6	0	-4	-7
24	CSc1ncc(CN2CCCC(C(=O)Nc3ccc(-c4ccco4)cc3)C2)cn1 (stereo unspecified)	-4	-11	-8	-6	-15	-7	-8	-9	0
25	COc1ccc(NC(=O)CCN2C(=O)/C(=C/c3ccc4c(c3)OCO4)SC2=S)cc1	-2	2	4	-6	7	3	-4	-1	18
26	CCc1cccc(NC(=O)[C@@H]2CCCN2C2=NS(=O)(=O)c3ccccc32)c1	5	7	.	-6	.	-12	-2	1	14
27	COc1ccc(OC)c2[nH]c(=O)c(CCNC(C)=O)cc12	-1	-1	7	1	7	12	3	4	-1
28	N=c1n(CC(=O)c2ccc([N+](=O)[O-])cc2)c2ccccc2n1Cc1ccccc1Cl	8	-3	4	-7	0	3	-2	-6	4
29	CC(=O)Nc1ccc(C2=CC(=O)CC(C)(C)C2)cc1	-3	0	.	1	.	-17	-2	0	8
30	COc1ccc2[nH]c(=O)c(CN(Cc3nnnn3CCc3ccccc3)CC3CCCO3)cc2c1 (stereo unspecified)	9	4	-6	10	9	-7	-1	-2	20
31	COc1ccc(OC)c(NC(=O)c2ccc3c(c2)C(=O)N(c2ccc(OC(C)=O)cc2)C3=O)c1	3	-11	6	-11	-6	1	-3	-5	-2
32	CCOC(=O)c1c(C)nc(C)c(C(=O)OCC)c1-c1ccco1	2	5	2	1	12	-5	5	-1	-4
33	OCCN1CCN(CCOc2ccccc2-c2ccccc2)CC1	9	4	-5	-2	-3	3	-4	1	-12
34	Cc1c(NC(=O)C(C)OC(=O)c2ccc([N+](=O)[O-])s2)c(=O)n(-c2ccccc2)n1C (stereo unspecified)	33*	-2	-3	14	44*	17	-10	-3	24
35	CCOC(=O)c1ccc(NS(=O)(=O)c2ccc(Cl)nc2)cc1	.	2	5	.	-7	16	-2	-1	-3
36	CCCOC(=O)C(C)Sc1n[nH]c(=O)[nH]c1=O (stereo unspecified)	6	1	3	-1	4	13	2	1	-5
37	CC1(C)Cc2c(sc3nc(SCC(=O)NCc4ccccc4)n(-c4ccccc4)c(=O)c23)CS1	2	2	-4	5	15	-3	0	1	6
38	CCN(CC)S(=O)(=O)c1csc(C(=O)NCc2ccccc2)c1	5	4	-11	2	-1	8	-7	3	-3
39	O=c1cc(-c2ccccc2Cl)oc2c(Br)ccc(O)c12	15	0	2	-5	12	-12	1	0	-27
40	CN(C)c1cccc2c1c(NS(=O)(=O)c1cn(C)cn1)nn2C	17	-7	13	-2	54*	4	-2	-5	8
41	COc1cccc(CNC(=O)CCCC(=O)Nc2cccc([N+](=O)[O-])c2)c1	8	0	2	-2	6	13	-2	-1	2
42	O=C(O)Cn1nc(C(F)(F)F)c2c1CCC2	0	11	3	4	-5	2	-3	4	17
43	COC(=O)CCNC(=O)c1nn(Cc2ccccc2)c(=O)c2ccccc12	1	2	0	-8	4	5	3	-1	-9
44	C=CCn1c(SCc2cccc3ccccc23)nnc1-c1cccnc1	-5	-1	-8	-8	-2	-10	-2	1	19
45	O=C(CN1N=C(c2ccc(Cl)cc2)CCC1=O)NCc1cccnc1	7	0	16	-3	1	-1	3	-1	-4
46	CCS(=O)(=O)N1CCC(c2nc3ccccc3[nH]2)CC1	2	7	-13	0	3	-24	1	2	17
47	CCNS(=O)(=O)c1ccc2c(c1)n(C)c(=O)n2C	7	2	-3	-3	9	-4	5	-1	3
48	CCOc1ccccc1CN1CCN(Cc2cccc3nonc23)CC1CCO (stereo unspecified)	3	2	-2	1	-5	11	-3	2	5
49	CCOc1ccc(S(=O)(=O)NCCC(=O)N2CC(C)CC(C)C2)cc1 (stereo unspecified)	7	1	1	0	2	-5	2	-2	8
50	COc1ccc(/C=N/NC(=O)OC(C)(C)C)cc1OC	6	5	1	0	6	-19	2	2	-7
51	CCN(C1CCS(=O)(=O)C1)S(=O)(=O)c1ccc(OC)c(OC)c1 (stereo unspecified)	-2	-3	-5	10	3	7	-1	1	15
52	CCOc1ccc(C(=O)NCC(=O)N2CCc3ccccc3C2)cc1OCC	5	-2	-8	0	-4	-2	-7	0	10
53	O=C(COC(=O)c1ccc(Cl)cc1[N+](=O)[O-])NC(=O)c1ccccc1	13	11	-1	2	4	-1	-5	3	2
54	COc1ccc2c(CSc3nc4nc(C)cc(C)n4n3)cc(=O)oc2c1	5	1	-7	-5	-5	2	-5	-3	33
55	COc1cc(N2C(=O)c3ccccc3C2=O)c(Cl)cc1C(=O)OCC(=O)N(C)C	6	-3	4	1	8	7	-2	4	7
56	CC(C)CC(=O)Nc1cccc(NC(=O)CC(C)C)n1	4	-6	1	4	1	4	-1	-3	5
57	CCC(C)(C)NC(=O)CN(C(=O)C(=O)Nc1ccc2c(c1)OCCO2)N1CCOCC1	1	7	-19	-2	6	5	0	1	9
58	COc1ccc(NC(=O)CSc2nnc(Cc3cccn3C)n2-c2ccc(C)cc2)cc1OC	4	-2	-3	3	2	-5	2	1	17
59	COC(=O)Cn1nnc2c(cnn2-c2ccccc2)c1=O	8	1	0	-2	1	13	4	-3	-4
60	O=S(=O)(Nc1cccc(-c2ccc3nncn3n2)c1)c1ccccc1F	-1	-14	1	-4	2	-1	0	-4	18

# The list continues.
cpd	compound	PAFAH1B3 FP inh	LYPLA2 counter	EBNA-1 inh	PAFAH2 FP inh	GSTO1 counter	ZTA DNA inh	PAD4 FP inh	LYPLA1 counter	PREPL inhibitor
61	CC(C)N=C(N)N=C(N)Nc1ccc(Cl)cc1	11	0	-4	-2	2	-17	2	3	13
62	COc1ccccc1Cn1nnc2c(=O)[nH]c(C3CCN(C(=O)c4ccc(C)cc4)CC3)nc21	6	3	-9	0	1	-8	-1	3	-3
63	Cc1cc(C)cc(OCC(=O)NNC(=O)c2cc(C)[nH]n2)c1	4	-2	-10	4	0	-6	-6	0	8
64	COc1cccc2cc(CC(=O)c3ccc(C)cc3C)c(=O)oc12	7	6	7	-1	-3	5	-3	-4	38
65	CC1CCC(N(C(=O)c2csnn2)C(C(=O)NC(C)(C)C)c2cccnc2)CC1 (stereo unspecified)	1	-7	3	7	3	17	-1	-4	-3
66	Cc1c(C(=O)NCC2COc3ccccc3O2)oc2ccc(S(=O)(=O)N(C)C3CCCCC3)cc12 (stereo unspecified)	-4	-7	0	-3	1	7	-5	-9	11
67	CCOC(=O)C1CCN(C(=O)COc2ccc(S(=O)(=O)NC(C)C)cc2)CC1	4	-2	-4	10	6	5	-1	-2	7
68	N#Cc1nc(COc2ccccc2Cl)oc1N1CCCC1	5	6	-8	-2	2	3	-4	-2	14
69	CS(=O)(=O)N(CC(=O)N1CCCCCC1)Cc1ccc(Cl)cc1	4	-3	5	1	5	-3	-3	-3	21
70	O=C(Nc1ccc(NC(=O)C2CCCCC2)cn1)c1ccco1	-3	7	4	2	11	-18	1	-1	5
71	COc1ccc(CC(=O)NCc2nnc(SCC(=O)Nc3ccccc3)n2C)cc1	-8	9	1	3	-3	0	3	2	3
72	Cc1cccn2c(=O)c3cc(C(=O)N4COCC4(C)C)n(C)c3nc12	6	5	-8	6	-9	2	-1	-1	-7
73	Cc1onc(-c2ccccc2Cl)c1C(=O)OCC(=O)N1CCC(C)CC1	4	.	.	5	.	.	-5	.	19
74	O=C(CCN1CCOCC1)NCc1ccccc1	5	8	9	5	2	1	3	5	15
75	N/C(=N\OC(=O)COc1ccc2ccccc2c1Br)c1ccncc1	.	7	12	.	5	-5	-2	-8	-10
76	Cc1ccc(SCCC(=O)Nc2ccc(Br)c(C)c2)cc1	2	-40	7	-2	4	26	3	-21	-25
77	Cc1nc2sc(C(=O)OCC(=O)N3c4ccccc4CC3C)c(C)c2c(=O)[nH]1 (stereo unspecified)	18	1	9	6	0	15	-2	0	-12
78	COc1ccc(C(=O)C2CCCN(C(=O)c3noc4c3CCCC4)C2)cc1F (stereo unspecified)	2	8	2	5	-3	11	-10	0	10
79	CCN(CC)C(=O)CN(Cc1ccccc1)S(=O)(=O)c1ccc(F)cc1	3	3	-6	2	4	-11	-6	1	-3
80	CCCCn1c(=O)[nH]c(=O)c2c1nc(-c1ccc(-c3ccc(F)cc3)o1)n2C	.	5	-13	.	-5	-6	3	2	7

# Along the list, quoted from above:
# LYPLA2 counter, entries 28 to 33, in order: -3, 0, 4, -11, 5, 4
# GSTO1 counter, entries 28 to 33, in order: 0, ., 9, -6, 12, -3
# PREPL inhibitor, entries 28 to 33, in order: 4, 8, 20, -2, -4, -12

# These rows are one share of the data; count on the stated rates, not on these rows.
